Compound activity (PubChem BioAssay)
SKN-1 block – suppressors of acrylamide-induced Pgst-4::GFP reporter in worms, primary screen, SKN-1 inhibitor project, whole organism, uHTS, GFP/RFP fluorescence ratio, strain VP596; AID 624304, 2012; inhibition, % at 21.8 µM; actives 0.49% (n = 360,000); C. elegans VP596 Pgst-4::GFP/RFP ratio, 24 h;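 active means interference check ratio from 0.5 to 1.5 plus GFP to RFP signal ratio inhibition reaching or exceeding a fixed threshold, cut at about 30% in these data, passing the limit was not always enough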; further: some compounds called inactive have numbers as strong as hits
FAS TE block – FAS thioesterase domain inhibitors, primary screen, biochemical, fluorescence intensity, uHTS; Fatty acid synthase (Homo sapiens), P49327; recombinant FAS-TE, OMFH fluorogenic substrate, fluorescence endpoint; inhibition, % at 15 µM; actives 0.67% (n = 360,000); AID 602261, 2012;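 active means compounds whose normalised, plate-corrected inhibition of enzyme fluorescence in the single-dose primary screen is 50% or more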;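 further: 0% = DMSO with enzyme and 100% = substrate without enzyme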
PABP1 MLLE inh – inhibitors of PABP1 MLLE–PAM2 peptide binding, primary screen, biochemical, fluorescence polarization, FITC-PAM2, GST-MLLE | inhibition, % at 20 µM | actives 0.36% (n = 360,000) | Polyadenylate-binding protein 1 (Homo sapiens), P11940; in the data active means inhibition above about 35%, passing the limit was not always enough;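 further: plate controls were DMSO wells with GST-MLLE for no effect and wells lacking GST-MLLE protein for full effect; some results filed as inactive read as strong as hits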
NadD block – inhibitors of S. aureus NadD, primary screen, biochemical, colorimetric, uHTS; actives 0.78% (n = 360,000); inhibition, % at 20 µM; purified NadD enzyme, colorimetric absorbance read-out; in the data active means inhibition above about 26%; further: some compounds past the cut are filed as inactive
CSN inh – inhibitors of CSN-mediated cullin deneddylation, primary screen, biochemical, fluorescence polarization, uHTS | COP9 signalosome complex subunit 5 (Homo sapiens), Q92905 | Purified CSN, SCF-Nedd8-OG deneddylation | inhibition, % at 12.5 µM | actives 0.38% (n = 360,000) | AID 651999, 2013;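 active means pattern-corrected inhibition above about 35%, with an unprinted fluorescence ratio check between 0.5 and 1.5, limit read from the data, passing the limit was not always enough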;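 further: 0% = enzyme with substrate and 100% = substrate without enzyme; some results filed as inactive read as strong as hits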
Target sequence (Q92905 whole entry, looked up, one chain of several): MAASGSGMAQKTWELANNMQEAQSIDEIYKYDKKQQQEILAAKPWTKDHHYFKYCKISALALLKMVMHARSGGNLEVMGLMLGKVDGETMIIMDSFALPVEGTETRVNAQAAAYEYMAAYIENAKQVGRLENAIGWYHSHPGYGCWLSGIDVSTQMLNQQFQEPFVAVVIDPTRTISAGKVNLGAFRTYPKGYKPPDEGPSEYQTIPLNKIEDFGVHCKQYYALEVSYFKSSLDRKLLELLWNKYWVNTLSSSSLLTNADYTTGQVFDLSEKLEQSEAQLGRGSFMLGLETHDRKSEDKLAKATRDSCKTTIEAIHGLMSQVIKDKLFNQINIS
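Test system: purified human Csn5 enzyme expressed in HEK293T cells. Amount: 0.24 nM enzyme. Reagent: SCFSkp2-Nedd8OG substrate at 10 nM final. Schedule: 90 min incubation of compound, enzyme and substrate at room temperature. Detection: fluorescence polarization. Read-out: % inhibition of substrate cleavage by Csn5.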
Rpn11 inh – Rpn11 (PSMD14) deubiquitinase inhibitors, primary screen, biochemical, fluorescence polarization, uHTS; calls only at 20 µM; actives 0.59% (n = 360,000); human 26S proteasome, Ub4-pepOG fluorescence polarization; 20S core pre-blocked with epoxomicin; AID 588493, 2011; 26S proteasome non-ATPase regulatory subunit 14 (Homo sapiens), O00487;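 active means inhibition at 20 µM, scaled to each plate's controls, above about 33%, limit read from the data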
MT1-MMP act inh – blockers of MT1-MMP proenzyme processing, primary screen, HT1080 RFP-PRO-GFP cells, GFP/RFP fluorescence; Matrix metalloproteinase-14 (Homo sapiens), P50281; GFP/RFP ratio fluorescence, overnight; percent of plate control window, DMSO zero; GFP/RFP ratio change, % at 20 µM; actives 0.061% (n = 360,000); AID 651647, 2012;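 active means GFP/RFP ratio change of at least 30% with cell ATP level not reduced by more than half and red fluorescence within 50% of control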; further: strong numbers were not always called active
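Assay system – RFP-PRO-GFP reporter HT1080 cells · Compound dosing – single dose of 20 µM compound, 1% DMSO final · Incubation – overnight compound exposure at 37 °C · Measure – GFP/RFP fluorescence ratio · Benchmarks – DMSO wells and RFP-L50D-GFP cells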
Neddyl block – inhibitors of cullin neddylation, primary screen, biochemical, TR-FRET, uHTS, NAE and Ubc12. NEDD8-conjugating enzyme Ubc12 (Homo sapiens) + NEDD8-activating enzyme E1 regulatory …. calls only at 25 µM. actives 0.58% (n = 360,000). AID 651699, 2012; in the data active means inhibition above about 36%
Target sequence (P61081 whole entry, looked up): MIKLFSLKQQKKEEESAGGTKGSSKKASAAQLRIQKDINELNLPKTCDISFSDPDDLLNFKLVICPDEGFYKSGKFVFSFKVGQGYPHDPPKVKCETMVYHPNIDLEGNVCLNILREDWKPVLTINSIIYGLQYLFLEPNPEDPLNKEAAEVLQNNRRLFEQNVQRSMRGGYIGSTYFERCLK
Target sequence (Q13564 whole entry, looked up): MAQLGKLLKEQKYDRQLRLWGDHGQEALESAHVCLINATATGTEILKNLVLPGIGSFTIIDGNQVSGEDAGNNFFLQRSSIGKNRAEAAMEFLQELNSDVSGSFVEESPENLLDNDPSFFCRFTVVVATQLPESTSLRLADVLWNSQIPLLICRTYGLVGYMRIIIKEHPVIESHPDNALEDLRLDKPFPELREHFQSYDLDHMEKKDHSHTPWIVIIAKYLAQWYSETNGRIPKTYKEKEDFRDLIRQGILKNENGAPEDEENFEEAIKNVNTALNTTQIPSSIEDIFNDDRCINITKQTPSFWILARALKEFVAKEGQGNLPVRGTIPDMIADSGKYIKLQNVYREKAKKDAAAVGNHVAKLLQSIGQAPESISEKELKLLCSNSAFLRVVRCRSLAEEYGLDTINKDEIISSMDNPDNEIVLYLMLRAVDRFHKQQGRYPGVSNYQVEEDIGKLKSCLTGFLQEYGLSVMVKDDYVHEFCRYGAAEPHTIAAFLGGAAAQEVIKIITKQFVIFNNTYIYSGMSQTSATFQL
Rin1-Abl PPI inh – inhibitors of Rin1-Abl protein binding, primary screen, biochemical, TR-FRET | Tyrosine-protein kinase ABL1 (Homo sapiens) + Ras and Rab interactor 1 (Homo sapiens), … | inhibition, % at 7.35 µM | actives 0.4% (n = 360,000); in the data active means inhibition above about 5%, passing the limit was not always enough
Numbers without * were called inactive; & = joins results of further samples.

For COc1cccc(N2CCN(CC(=O)c3c(C)[nH]c4ccccc34)CC2)c1 the results were SKN-1 block -7, FAS TE block -2, PABP1 MLLE inh 0, NadD block -4, CSN inh 5, Rpn11 inh inactive, MT1-MMP act inh 1, Neddyl block inactive and Rin1-Abl PPI inh -3.
For CCCN(CCC)S(=O)(=O)c1ccc(C(=O)N2CC3CCC(CC3)C2)cc1 the results were SKN-1 block 3, FAS TE block 17, PABP1 MLLE inh 6, NadD block -3, CSN inh 1, Rpn11 inh inactive, MT1-MMP act inh -4, Neddyl block inactive and Rin1-Abl PPI inh 0.
For NNC(=O)CN1CCCc2ccccc21 the results were SKN-1 block 7, FAS TE block -6, PABP1 MLLE inh 8, NadD block 7, CSN inh -4, Rpn11 inh inactive, MT1-MMP act inh 4, Neddyl block inactive and Rin1-Abl PPI inh 4.
For CC(=O)[C@@H]1[C@@H](C(=O)c2ccccc2)[C@]2(C(=O)Nc3ccccc32)[C@H]2C=Cc3cc(F)ccc3N12 the results were SKN-1 block 0, FAS TE block 5, PABP1 MLLE inh -17, NadD block 9, CSN inh -4, Rpn11 inh inactive, MT1-MMP act inh -3, Neddyl block inactive and Rin1-Abl PPI inh 0.
CC(C(=O)OCC(=O)c1cccc([N+](=O)[O-])c1)N1C(=O)C2C3CCC(C3)C2C1=O (stereo not given) was read as SKN-1 block 7, FAS TE block 10, PABP1 MLLE inh 18, NadD block 0, CSN inh 6, Rpn11 inh inactive, MT1-MMP act inh 0, Neddyl block inactive and Rin1-Abl PPI inh 4.
`CN(C)C(=O)COn1c(SCC(=O)N(C)C)nc2ccccc2c1=O` gave SKN-1 block 3, FAS TE block -6, PABP1 MLLE inh 3, NadD block -5, CSN inh 3, Rpn11 inh inactive, MT1-MMP act inh 3, Neddyl block inactive and Rin1-Abl PPI inh -3.
Screening CN1CCN(Cc2nc3ccccc3c(=O)n2Cc2nc(-c3ccc4ccccc4c3)cs2)CC1 returned SKN-1 block 7&20, FAS TE block 10&3, PABP1 MLLE inh 7&18, NadD block 3&5, CSN inh 4&-7, Rpn11 inh inactive, MT1-MMP act inh -8&0, Neddyl block inactive and Rin1-Abl PPI inh -5&-6.
For COc1cc(NC(=O)C2(C)CCN2C(=O)C(C)C)cc(OC)c1OC (stereo not given) the results were SKN-1 block 9, FAS TE block -8, PABP1 MLLE inh 8, NadD block 2, CSN inh 0, Rpn11 inh inactive, MT1-MMP act inh -1, Neddyl block inactive and Rin1-Abl PPI inh 0.
`COCC(=O)N[C@H]1CC[C@@H](CC(=O)OC)O[C@@H]1CO` gave SKN-1 block 5, CSN inh 4, MT1-MMP act inh 0 and Neddyl block inactive.
For COc1ccc(S(=O)(=O)N2CCN(C)CC2)cc1C(=O)Nc1ccccc1 the results were SKN-1 block -2, FAS TE block -7, PABP1 MLLE inh 0, NadD block -7, CSN inh -3, Rpn11 inh inactive, MT1-MMP act inh -1, Neddyl block inactive and Rin1-Abl PPI inh -2.
Screening COc1cc(OC)cc(-c2cc3cc4c(cc3cn2)OCO4)c1 returned SKN-1 block -5, FAS TE block 22, PABP1 MLLE inh 3, NadD block 0, CSN inh -5, Rpn11 inh inactive, MT1-MMP act inh 18, Neddyl block inactive and Rin1-Abl PPI inh 1.
Screening CCOc1cc(N2CCOCC2)c(OCC)cc1NC(=O)[C@H](C)N1C(=O)C2CC=CCC2C1=O (stereo not given in full) returned SKN-1 block 0, FAS TE block -4, PABP1 MLLE inh 16, NadD block 1, CSN inh -6, Rpn11 inh inactive, MT1-MMP act inh 4, Neddyl block inactive and Rin1-Abl PPI inh -1.
CN(Cc1ccccc1)C(=O)[C@@H]1CCCN1C(=O)[C@@H]1CCCN1C(=O)c1ccccc1 was read as SKN-1 block -1, FAS TE block -5, NadD block 0, CSN inh 3, MT1-MMP act inh 5 and Neddyl block inactive.
Screening COc1ccccc1-n1nnnc1SCC(=O)Nc1oc(C)c2c(C)n[nH]c(=O)c12 returned SKN-1 block -5, FAS TE block -8, PABP1 MLLE inh -84, NadD block 2, CSN inh -2, Rpn11 inh inactive, MT1-MMP act inh -3, Neddyl block inactive and Rin1-Abl PPI inh 1.
Cc1cc(C(=O)Nc2ccc(Cl)cc2)on1 was read as SKN-1 block 3, FAS TE block -5, PABP1 MLLE inh -3, NadD block -1, CSN inh -1, Rpn11 inh inactive, MT1-MMP act inh 9, Neddyl block inactive and Rin1-Abl PPI inh 0.
COc1ccc(CC(=O)N(C)Cc2ccc(Cl)cc2)cc1S(=O)(=O)N1CCOCC1 was read as SKN-1 block -6, FAS TE block -4, PABP1 MLLE inh -1, NadD block 4, CSN inh -3, Rpn11 inh inactive, MT1-MMP act inh 4, Neddyl block inactive and Rin1-Abl PPI inh 4.
For O=C(CN1CCOCC1)Nc1nc2ccc(F)cc2s1 the results were SKN-1 block -24, FAS TE block -3, PABP1 MLLE inh -18, NadD block 2, CSN inh -1, Rpn11 inh inactive, MT1-MMP act inh -3, Neddyl block inactive and Rin1-Abl PPI inh 1.
For COc1ccccc1C(=O)Nc1nc2ccccc2[nH]1 the results were SKN-1 block 2, FAS TE block -2, PABP1 MLLE inh -15, NadD block -5, CSN inh 1, Rpn11 inh inactive, MT1-MMP act inh -11, Neddyl block inactive and Rin1-Abl PPI inh 0.
Cc1nn(Cc2ccc(Cl)cc2Cl)c(C)c1NC(=O)NC12CC3CC(CC(C3)C1)C2 was read as SKN-1 block -15, FAS TE block 9, PABP1 MLLE inh -6, NadD block 10, CSN inh -6, Rpn11 inh inactive, MT1-MMP act inh -23, Neddyl block inactive and Rin1-Abl PPI inh 3.
`COc1ccccc1N1CCN(C(=O)C(=O)c2c[nH]c3ccccc23)CC1` gave SKN-1 block 4, FAS TE block -4, PABP1 MLLE inh 6, NadD block -8, CSN inh 3, Rpn11 inh inactive, MT1-MMP act inh 0, Neddyl block inactive and Rin1-Abl PPI inh -5.

By substructure: the compounds so far with an aryl thioether with sulfur outside any ring (2)
`CN(C)C(=O)COn1c(SCC(=O)N(C)C)nc2ccccc2c1=O` gave SKN-1 block 3, FAS TE block -6, PABP1 MLLE inh 3, NadD block -5, CSN inh 3, Rpn11 inh inactive, MT1-MMP act inh 3, Neddyl block inactive and Rin1-Abl PPI inh -3.
Screening COc1ccccc1-n1nnnc1SCC(=O)Nc1oc(C)c2c(C)n[nH]c(=O)c12 returned SKN-1 block -5, FAS TE block -8, PABP1 MLLE inh -84, NadD block 2, CSN inh -2, Rpn11 inh inactive, MT1-MMP act inh -3, Neddyl block inactive and Rin1-Abl PPI inh 1.

(list continues)
`Cc1ccc(NC(=S)N2CCN(c3ncccn3)CC2)c(C)c1` gave SKN-1 block -6, FAS TE block -11, PABP1 MLLE inh -82, NadD block 0, CSN inh -1, Rpn11 inh inactive, MT1-MMP act inh 2, Neddyl block inactive and Rin1-Abl PPI inh -3.
`COc1cccc2cc(-c3nnc(SCC(=O)NCc4ccccc4)n3C)oc12` gave SKN-1 block 0, FAS TE block 2, PABP1 MLLE inh -2, NadD block 5, CSN inh -6, Rpn11 inh inactive, MT1-MMP act inh 3, Neddyl block inactive and Rin1-Abl PPI inh 2.
CC1C(=O)N(Cc2cn(Cc3ccco3)nn2)CCS(=O)(=O)N1Cc1ccc(-c2cccc(CO)c2)cc1 (stereo not given) was read as SKN-1 block 0, FAS TE block -8, PABP1 MLLE inh -20, NadD block -3, CSN inh 7, Rpn11 inh inactive, MT1-MMP act inh 2, Neddyl block inactive and Rin1-Abl PPI inh -4.
CC1(C)OC(=O)C2=C(C[C@@H](CCc3ccccc3)O[C@@H]2c2ccc(F)cc2)O1 was read as SKN-1 block -1, FAS TE block 16, NadD block -2, CSN inh -1, MT1-MMP act inh 0 and Neddyl block inactive.
For O=C(CN1C(=O)CC(c2ccco2)Sc2ccccc21)Nc1ccccc1F (stereo not given) the results were SKN-1 block 11, FAS TE block 5, PABP1 MLLE inh -11, NadD block 20, CSN inh 17, Rpn11 inh inactive, MT1-MMP act inh -5, Neddyl block inactive and Rin1-Abl PPI inh 0.
For COC(=O)c1ccccc1NC(=O)COC(=O)[C@H](C)NC(N)=O the results were SKN-1 block 1, FAS TE block -2, PABP1 MLLE inh 2, NadD block -6, CSN inh 0, Rpn11 inh inactive, MT1-MMP act inh 1, Neddyl block inactive and Rin1-Abl PPI inh -2.
Screening O=C(COc1ccc2c3c(c(=O)oc2c1)CCC3)Nc1ccccn1 returned SKN-1 block 11, FAS TE block 0, PABP1 MLLE inh -6, NadD block 6, CSN inh -1, Rpn11 inh inactive, MT1-MMP act inh -4, Neddyl block inactive and Rin1-Abl PPI inh -1.
Screening CC(CNC(=O)c1cccc(Br)c1)n1cncn1 (stereo not given) returned SKN-1 block 6, FAS TE block -4, PABP1 MLLE inh 0, NadD block -7, CSN inh -1, Rpn11 inh inactive, MT1-MMP act inh 0, Neddyl block inactive and Rin1-Abl PPI inh -1.
For O=C1CCN(CCCN2CCC(=O)NC2=S)C(=S)N1 the results were SKN-1 block -2, FAS TE block -5, PABP1 MLLE inh 23, NadD block -7, CSN inh -6, Rpn11 inh inactive, MT1-MMP act inh 2, Neddyl block inactive and Rin1-Abl PPI inh 0.
For O=C1CC(=O)N(Cc2ccco2)C(=S)N1 the results were SKN-1 block 10, FAS TE block -9, PABP1 MLLE inh -118, NadD block 16, CSN inh 61*, Rpn11 inh active, MT1-MMP act inh -29, Neddyl block inactive and Rin1-Abl PPI inh 4.
COc1ccccc1CN(C)CC(=O)Nc1ccc(Cl)cc1F was read as SKN-1 block -10, FAS TE block 18, PABP1 MLLE inh 4, NadD block -4, CSN inh -5, Rpn11 inh inactive, MT1-MMP act inh -2, Neddyl block inactive and Rin1-Abl PPI inh 3.
For O=C(N1CCOCC1)N1CCN(CC(O)COc2ccc3ccccc3c2)CC1 (stereo not given) the results were SKN-1 block -7, FAS TE block 0, PABP1 MLLE inh 6, NadD block -5, CSN inh -2, Rpn11 inh inactive, MT1-MMP act inh 3, Neddyl block inactive and Rin1-Abl PPI inh -3.
Cc1nc(-c2cc(C#N)c(Sc3ccc(Cl)cc3Cl)nc2C)cs1 was read as SKN-1 block -2, FAS TE block 34, PABP1 MLLE inh -10, NadD block -2, CSN inh 8, Rpn11 inh inactive, MT1-MMP act inh 0, Neddyl block inactive and Rin1-Abl PPI inh -2.
O=C(O)C1CCN(C(=O)CSc2nc3cc(Cl)ccc3c(=O)n2Cc2ccccc2)CC1 was read as SKN-1 block -5, FAS TE block -4, PABP1 MLLE inh 2, NadD block 1, CSN inh -1, Rpn11 inh inactive, MT1-MMP act inh 4, Neddyl block inactive and Rin1-Abl PPI inh 1.
